From PubChem BioAssay
PKA-R2B act: PKA-R2B complex activation; P22694+P31323; hit rate 0.079% among 340,000; PKA-R2B holoenzyme dissociation, Cy5-IP20 fluorescence polarization; R2B truncated from residue 108, S112A mutant; 0% DMSO only, 100% 113 µM cGMP; activation, % at 11.4 µM;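 active = activation above a cutoff set at the mean over all compounds plus 3 SD, cut at about 18% in these data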;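 also: higher means more holoenzyme dissociation and a rise in polarization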
Target sequence (P31323 whole entry, looked up, other chains not shown, the tested form may be a part): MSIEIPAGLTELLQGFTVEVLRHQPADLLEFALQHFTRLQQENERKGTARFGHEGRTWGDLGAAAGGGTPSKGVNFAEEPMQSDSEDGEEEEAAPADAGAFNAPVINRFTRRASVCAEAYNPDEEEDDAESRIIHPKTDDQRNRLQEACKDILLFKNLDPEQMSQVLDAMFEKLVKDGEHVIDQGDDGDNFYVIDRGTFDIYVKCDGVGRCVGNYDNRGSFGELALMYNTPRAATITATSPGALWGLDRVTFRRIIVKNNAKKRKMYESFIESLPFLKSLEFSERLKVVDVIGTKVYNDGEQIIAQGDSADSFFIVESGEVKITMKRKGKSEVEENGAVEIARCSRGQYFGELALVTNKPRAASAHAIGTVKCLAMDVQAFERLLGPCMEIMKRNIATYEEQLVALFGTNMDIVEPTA
DAGLB inhibitor: diacylglycerol lipase beta (human) inhibition | inhibition, % at 5.17 µM | hit rate 0.059% among 340,000 | HEK293T DAGLB membrane lysate, EnzChek fluorogenic substrate; in the data active = inhibition above about 34%;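 also: 0% = enzyme with vehicle and 100% = wells lacking enzyme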
Target sequence (Q8NCG7 whole entry, looked up): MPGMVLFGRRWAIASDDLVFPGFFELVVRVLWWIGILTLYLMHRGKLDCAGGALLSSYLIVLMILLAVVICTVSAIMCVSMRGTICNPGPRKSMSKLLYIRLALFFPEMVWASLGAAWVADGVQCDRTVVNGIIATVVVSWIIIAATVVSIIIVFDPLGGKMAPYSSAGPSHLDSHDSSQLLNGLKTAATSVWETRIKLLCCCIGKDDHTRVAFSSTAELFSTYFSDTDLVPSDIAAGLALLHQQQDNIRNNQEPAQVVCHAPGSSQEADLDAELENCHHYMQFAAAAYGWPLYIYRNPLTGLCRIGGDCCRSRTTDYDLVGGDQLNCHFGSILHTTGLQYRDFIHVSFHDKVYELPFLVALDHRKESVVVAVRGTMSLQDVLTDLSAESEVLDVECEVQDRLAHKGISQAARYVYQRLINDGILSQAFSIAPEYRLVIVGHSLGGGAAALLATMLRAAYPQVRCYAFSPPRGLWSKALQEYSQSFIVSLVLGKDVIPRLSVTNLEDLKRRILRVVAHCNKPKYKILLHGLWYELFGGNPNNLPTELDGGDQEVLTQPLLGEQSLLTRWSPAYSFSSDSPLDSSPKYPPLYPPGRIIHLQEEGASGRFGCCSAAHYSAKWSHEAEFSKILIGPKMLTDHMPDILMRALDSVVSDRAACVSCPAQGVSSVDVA
SR-BI DiI-HDL act: SR-BI HDL lipid transfer activation; CHO ldlA[mSR-BI] cells, DiI-HDL uptake fluorescence, 3 h; 100 = double the neutral-control signal; hit rate 0.096% among 320,000; activation, % at 12.5 µM;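 active = mean replicate activation of at least 60% and every replicate at or above 60%; inconclusive = mean or all-replicate condition met, but not both; inactive = mean below 60% and not all replicates reaching 60%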;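 also: 0% = median plate neutral-control signal and 100% = twice that signal; values of inactives mirror those of a sister screen read the other way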
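Material: SR-BI-overexpressing, LDLR-lacking CHO cells; schedule: compound exposure 3 h, 37 °C; reagent: DiI-labelled HDL at 10 µg/mL final; technique: bottom-read fluorescence, 550/595 nm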
RTF Ca sens act: cardiac RTF calcium sensitization; P19429+P45379; IANBD-labeled TnC RTF fluorescence at EC20 calcium; 0% EC20 calcium, 100% full calcium; activation, % at 7.2 µM; hit rate 0.24% among 340,000;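 active = activation above the mean over all tested compounds plus 3 SD, cut at about 30% in these data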;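 also: rise in fluorescence read as greater calcium sensitivity of cardiac thin filaments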
C-LANA FP: blocks KSHV LANA C-terminal domain binding to DNA; MBP-C-LANA/FAM-LBS DNA binding, fluorescence polarization; hit rate 0.078% among 340,000; inhibition, % at 9 µM;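 active = highest replicate inhibition at or above 60% at 9 µM, even if other replicates fall short; inactive = all replicates below 60% inhibition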;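 also: 0% = neutral control wells and 100% = 4 µM acridine orange control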
CAL PDZ FP-1: blocks peptide binding to human CAL PDZ domain; Q9HD26; purified CAL PDZ, TMR-peptide fluorescence polarization, 1 h; inhibition, % at 20 µM; hit rate 0.02% among 330,000; AID 504414;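 active = highest replicate inhibition of at least 40%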;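 also: plate controls were DMSO neutral control wells for no effect and unlabeled competitor peptide control wells for full effect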
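System: purified tagged CAL PDZ domain construct (CerCALP). Schedule: 1 h incubation at room temperature before polarization reading. Medium: 25 mM sodium phosphate pH 7.4, 150 mM NaCl, TCEP, IgG, Thesit. Read-out: percent inhibition from loss of millipolarization. Measured by: FP readout, S and P plane fluorescence. Probe or stimulus: fluorescent TMR peptide probe.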
CAL PDZ FP-2: inhibitors of human CAL PDZ peptide binding | inhibition, % at 24.9 µM | AID 602252 | purified CAL PDZ, TMR-peptide fluorescence polarization, 1 h | Q9HD26 | hit rate 0.92% among 300,000;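 active = mean inhibition of at least 30% with at least half of replicates also reaching 30%; inconclusive = no clear call, values can overlap the other calls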;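 also: 0% = DMSO neutral control and 100% = excess unlabeled competitor peptide PRC23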
RTF Ca sens inh: cardiac RTF calcium desensitization; inhibition, % at 7.15 µM; IANBD-labeled cardiac RTF, Ca2+ fluorescence; hit rate 0.12% among 340,000; P19429+P45379; AID 493244;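 active = inhibition above the mean inhibition of all tested compounds plus 3 SD, cut at about 17% in these data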;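 also: assay run at fixed EC70 calcium of 1.6 mM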
Keap1-Nrf2 PPI: Keap1-Nrf2 (human) interaction inhibition | AID 504523 | Q14145 | hit rate 0.15% among 340,000 | Keap1 Kelch-Nrf2 peptide fluorescence polarization, 1536-well | inhibition, % at 9.4 µM; in the data active = inhibition above about 12%; inconclusive = no clear call, values can overlap the other calls; inactive = below about 7.3%;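 also: human Keap1 Kelch domain with fluorescein labeled Nrf2 9mer peptide probe; 0% = neutral control wells and 100% = peptide positive control; higher means more block of Keap1 binding to Nrf2 peptide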
Rtt109 Vps75: C. albicans Rtt109 histone acetyltransferase inhibition | Q5AAJ8 | inhibition, % at 34.9 µM | hit rate 0.16% among 330,000 | purified Rtt109/Vps75, ThioGlo CoA-SH fluorescence, 4 h;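 active = inhibition of at least 50% in every replicate; inconclusive = best replicate reaches 50% inhibition but some replicates fall short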
* marks the source's active call; other numbers are inactive results; u = inconclusive; x = no result given.

SMILES | PKA-R2B act | DAGLB inhibitor | SR-BI DiI-HDL act | RTF Ca sens act | C-LANA FP | CAL PDZ FP-1 | CAL PDZ FP-2 | RTF Ca sens inh | Keap1-Nrf2 PPI | Rtt109 Vps75
CC(=O)C1=C(O)C(=O)N(Cc2cccnc2)C1c1ccccc1 (stereo unspecified) | -1 | 0 | 6 | 2 | -0.3 | -0.6 | 1 | -2 | -3 | 7
CC1C(=O)Nc2ccc(S(=O)(=O)NCCc3ccc(Cl)cc3)cc2NC1=O (stereo unspecified) | -7 | 1 | 16 | 1 | 2.8 | -0.2 | -2 | -6 | -2 | 3
COc1ccc2cc(CCNC(=O)C3CC3)c(=O)[nH]c2c1 | -2 | 1 | 6 | -2 | -1.2 | 1.1 | -1 | 10 | 3 | -2
CC1=C(C(=O)OCc2ccccc2)C(c2ccc(Cl)cc2Cl)NC(=O)N1CCCC(=O)O (stereo unspecified) | -9 | 2 | -6 | 10 | -0.8 | -1.6 | -15 | -2 | -6 | -1
COc1ccccc1OCC(=O)NCCCn1ccnc1 | 4 | 1 | 3 | -1 | 0.9 | -1.9 | -2 | -6 | 0 | 3
O=C(CCN1CCN(CC(=O)Nc2ccccc2F)CC1)Nc1ccccc1F | 2 | -1 | 13 | -2 | -0.2 | 0.7 | -3 | -4 | 0 | -1
CCOc1cc(C(c2c(C)[nH][nH]c2=O)c2c(C)[nH][nH]c2=O)ccc1OC(=O)c1cccc([N+](=O)[O-])c1 | -2 | 5 | 34 | 3 | 0.7 | -2.7 | x | -9 | -2 | 15
CCn1cc(C(=O)NCc2ccc3c(c2)OCO3)c2cc(OC)c(OC)cc2c1=O | 1 | -1 | 13 | -6 | -0.9 | 0.2 | x | -4 | -2 | 1
Cc1ccc(C)c(N2CCN(C(=O)c3ccc(CS(=O)(=O)c4ccccc4C)o3)CC2)c1 | -2 | -2 | -12 | 0 | -0.6 | -4.5 | -7 | -9 | -2 | x
Cc1ccc(-c2nc(N)sc2CC(=O)OCC(=O)N2C(C)CCCC2C)cc1 (stereo unspecified) | 8 | 1 | -52 | -8 | 1.5 | -0.4 | -5 | -16 | -1 | -9
COc1cc(NC(=O)c2ccccc2F)c(OC)cc1NC(=O)CN1CCCCC1 | -5 | -1 | -40 | 0 | 0.8 | -0.9 | 0 | -6 | 1 | -9
O=C(NC(=S)Nc1ccc(Cc2ccncc2)cc1)c1ccccc1Cl | 9 | 1 | 23 | 9 | 0.2 | -0.8 | x | -3 | 3 | -8
CCC1=NN(C(=O)COc2ccccc2)C(O)(c2ccncc2)C1 (stereo unspecified) | 7 | 1 | 3 | 11 | 2.6 | 0.2 | 1 | -17 | -3 | -4
CC(C)(C)c1nnc2sc(SCC(=O)c3ccc(Cl)cc3)nn2c1=O | -7 | -3 | 34 | -4 | -1.4 | -0.3 | -5 | -11 | -5 | -2
CCCCN1/C(=C/c2cccc[n+]2C)Sc2cc(NC(C)=O)ccc21 | 2 | 0 | -20 | -1 | -2.2 | 1.6 | 2 | -8 | -6 | -1
CCn1nnc2cc(C(=O)O)ccc21 | -3 | -3 | 25 | 0 | 1.5 | 0.6 | 8 | -1 | -3 | 4
CN1CCCN(S(=O)(=O)c2ccccc2)CC1 | -1 | -1 | 7 | -8 | 1.0 | 0.5 | -3 | -4 | 4 | -5
CCCCN(CCCC)CCNC(=O)CN1C(=O)COc2ccc(S(=O)(=O)N3CCOCC3)cc21 | -11 | -1 | 2 | -2 | -0.8 | -1.8 | -3 | -2 | 4 | 0
CN1C(=O)C2C(c3ccc(N(C)C)cc3)NN(Cc3ccccc3)C2C1=O (stereo unspecified) | 11 | 1 | -32 | -2 | -0.7 | -1.3 | x | -8 | -5 | 8
COc1ccccc1-c1cc(C(=O)O)c2c(=O)n(C)c(=O)n(Cc3ccccc3)c2n1 | -11 | 3 | 7 | -4 | 0.8 | -0.1 | -1 | -8 | 1 | -3
O=C(NC1CCCc2ccccc21)C1CCN(S(=O)(=O)c2cnc[nH]2)CC1 (stereo unspecified) | -5 | 2 | 28 | 5 | 2.5 | -1.2 | -2 | -2 | -3 | -10
CCOc1ccc(-c2c(=O)n(O)c3ccccc3[n+]2[O-])cc1 | 3 | -6 | -1 | 3 | 0.8 | -0.2 | -6 | -10 | 3 | 3
Fc1ccc(-n2nnc(-c3nccs3)n2)cc1 | -7 | -2 | 14 | 4 | 5.2 | -1.0 | -3 | -7 | 1 | -6
C/C(=N/Nc1nc(-c2ccccc2)c(CC(=O)O)s1)c1ccccc1 | -16 | 3 | x | 4 | 1.9 | -1.0 | 2 | -9 | -8 | 4
CCCCC(=O)NCCc1cc2ccc(OC)cc2[nH]c1=O | 7 | -4 | 0 | 0 | 0.6 | -1.7 | -4 | 4 | -5 | 14
Later entries
SMILES | PKA-R2B act | DAGLB inhibitor | SR-BI DiI-HDL act | RTF Ca sens act | C-LANA FP | CAL PDZ FP-1 | CAL PDZ FP-2 | RTF Ca sens inh | Keap1-Nrf2 PPI | Rtt109 Vps75
Cc1sc2ncnc(NCCCn3ccnc3)c2c1C | 3 | -1 | 14 | 0 | 14 | -0.3 | -2 | -1 | 2 | 0
CC(O)Cn1nc([N+](=O)[O-])nc1N (stereo unspecified) | -4 | 0 | 27 | -5 | 0.9 | -1.3 | -4 | -3 | -4 | 0
COc1ccc(NC(=O)CCCn2nc(C)c3c(C)n(-c4ccccc4)nc3c2=O)cc1OC | 6 | 1 | -1 | 4 | -1.5 | 0.1 | 2 | -1 | 2 | 0
Cc1ccc(NC(=O)Cn2c(C)cc(C)c(C#N)c2=O)c(Cl)c1 | -1 | 2 | 10 | -3 | 0.3 | -0.7 | -4 | 1 | -4 | -16
COc1ccc(-n2ncc3c2CC(C)(C)CC3NC(=O)CCc2c(C)nn(C)c2C)cc1 (stereo unspecified) | -2 | -1 | -45 | 2 | -0.6 | -2.5 | -4 | -11 | 1 | -2
COC(=O)c1cc(OC)c(OC)cc1NC(=S)N1CCCC1 | 1 | -2 | 11 | -1 | -1.2 | -1.7 | 0 | 1 | 4 | 3
COc1ccc(NC(=O)CSc2ccc3nnc(-c4cccnc4)n3n2)cc1 | -6 | -2 | 0 | 3 | 0.5 | -1.2 | 1 | -6 | 4 | -2
CC1CCN(c2ncnc3c2cnn3-c2ccccc2)CC1 | -19 | -10 | -3 | 0 | -0.2 | 0.0 | x | -6 | -1 | 4
CC1=Nc2cc(C(=O)NCC3CCCO3)ccc2Sc2ccc(Br)cc21 (stereo unspecified) | -5 | 0 | x | -3 | -0.4 | -1.1 | 7 | -6 | -2 | 15
CC(c1nnc(SCC(=O)Nc2sccc2C#N)n1-c1ccc(Cl)cc1)N(C)C (stereo unspecified) | 4 | -1 | -4 | 0 | 3.2 | 0.2 | -2 | -3 | -7 | 0
CON(C)C(=O)CCC1CCCN1C(=O)OC(C)(C)C (stereo unspecified) | 8 | 0 | -9 | 5 | 1.0 | -0.3 | -6 | -7 | 1 | -1
CCOc1cc2[nH]c(=S)n(CCCC(=O)NCc3ccco3)c(=O)c2cc1OCC | -7 | 3 | -6 | 3 | 0.0 | -0.7 | x | -6 | 2 | -2
CCCCCc1ccc(OCCCC[n+]2ccccc2)c(CCCCC)c1 | 9 | 3 | 13 | -2 | -0.1 | 0.2 | -6 | 4 | -1 | u
CC(=O)c1cc(C)ccc1OC(=O)c1ccncc1 | -7 | 0 | -16 | -7 | 0.7 | -1.4 | -5 | 5 | 1 | 3
CCCCCCSc1cc(-c2nc3cnccn3c2NCCCC)ccc1OC | -5 | -3 | -40 | 0 | 0.7 | -1.9 | -1 | -8 | -20 | -34
CN1CCN(NS(=O)(=O)c2cccs2)CC1 | 3 | -1 | 19 | 0 | -0.6 | 0.7 | -1 | -2 | -6 | 6
Cc1sc2ncnc(SCC(=O)NC(=O)c3cccn3C)c2c1C | -7 | 5 | -8 | 4 | -2.7 | -1.6 | -4 | -15 | -3 | -2
O=C(CCn1c(=S)oc2ccccc21)NC1CCCCCC1 | -2 | 0 | x | 0 | -0.5 | -0.8 | -2 | -14 | -6 | -3
COC(=O)C1=C(C)N(CC(C)C)C(=O)/C1=C\c1cccs1 | -1 | -3 | -31 | -4 | -0.3 | -0.5 | -2 | -9 | -2 | -4
COc1cccc(-n2c(Cc3cc(=O)[nH]c(=O)[nH]3)nnc2SCc2cccnc2)c1 | -12 | 4 | 0 | 19 | 3.1 | -0.5 | x | -11 | 0 | 9
COCCn1cnc2c1c(=O)n(CC(=O)O)c(=O)n2Cc1ccccc1 | -11 | 0 | 7 | -2 | -2.8 | 0.4 | -2 | -4 | 2 | -1
O=C(NNS(=O)(=O)c1ccccc1)c1cnn(-c2ccccc2)c1-n1cccc1 | 0 | 1 | 15 | -4 | 1.9 | -1.4 | x | -3 | -1 | -6
O=C(CCC(=O)Nc1ccc(F)cc1)N/N=C/c1cccnc1 | -1 | 0 | x | -3 | -0.3 | -2.4 | -3 | -2 | -1 | -3
C=CCN1C(=O)C(O)(CC(=O)c2ccccc2)c2ccccc21 (stereo unspecified) | 5 | 1 | 18 | 1 | 0.6 | 0.1 | -1 | -4 | -7 | 5
CCOc1ccc(NC(=O)Nc2ccc3nccnc3c2)cc1 | 4 | -2 | -15 | 4 | 1.4 | 2.2 | 0 | -2 | 0 | 1
O=C(Nc1ccc(F)cc1)Nc1nnc(COc2ccccc2F)s1 | -3 | 1 | 7 | -4 | 1.1 | -3.0 | -10 | -10 | 1 | -7
Cc1cc(C)c(C(=O)COC(=O)[C@H](C)Nc2ccc(C(F)(F)F)cc2[N+](=O)[O-])c(C)c1 | -22 | 2 | u | 2 | -0.5 | -1.3 | -4 | -2 | -8 | -4
OCCOCCNc1ncnc2sc(-c3ccccc3)cc12 | 2 | -4 | -22 | 8 | -1.3 | -2.4 | -9 | 0 | 0 | 15
O=S(=O)(Cc1ccc(Cl)cc1Cl)c1ccc(Cl)cc1 | -4 | -5 | -16 | 0 | -0.6 | -2.4 | -2 | -4 | -2 | 2
COc1ccc(NC(=O)COC(=O)[C@@H]2CCCN2C(=O)c2cccs2)c(OC)c1 | -2 | 1 | 10 | 4 | -1.1 | -2.1 | -5 | -9 | -2 | 2

An excerpt of these results, with tabs:
structure	PKA-R2B act	DAGLB inhibitor	SR-BI DiI-HDL act	RTF Ca sens act	C-LANA FP	CAL PDZ FP-1	CAL PDZ FP-2	RTF Ca sens inh	Keap1-Nrf2 PPI	Rtt109 Vps75
COc1cccc(-n2c(Cc3cc(=O)[nH]c(=O)[nH]3)nnc2SCc2cccnc2)c1	-12	4	0	19	3.1	-0.5	x	-11	0	9
COCCn1cnc2c1c(=O)n(CC(=O)O)c(=O)n2Cc1ccccc1	-11	0	7	-2	-2.8	0.4	-2	-4	2	-1
O=C(NNS(=O)(=O)c1ccccc1)c1cnn(-c2ccccc2)c1-n1cccc1	0	1	15	-4	1.9	-1.4	x	-3	-1	-6
